Screens (PubChem BioAssay)
PLC-gamma1 inh: PLC-gamma1 (human) inhibition, primary screen; purified PLC-gamma1, fluorogenic substrate, fluorescence; inhibition, % at 12.2 µM; hit rate 0.84% among 370,000; P19174; in the data active means inhibition above about 9.5%
SMARCA2 act: activators of SMARCA2 function; MG213 cells, MMTV-luciferase reporter, dexamethasone, overnight; activation, % at 9.1 µM; hit rate 1% among 370,000; in the data active means activation above about 7.8%;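 further: 0% = vehicle wells and 100% = reference activator wells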
hgDAF-12 ag: agonists of H. glycines DAF-12 nuclear receptor. activation, % at 6.8 µM. HEK293 GAL4-hgDAF12 UAS-luciferase reporter, agonist luminescence; normalized to butyrate control. AID 687014. hit rate 1.8% among 370,000;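 active means activation above a cutoff set at the mean of all screened compounds plus 3 SD, cut at about 10% in these data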;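 further: 0% = DMSO wells and 100% = sodium butyrate wells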
ADAM17 inh: inhibits human ADAM17; P78536; inhibition, % at 6.95 µM; recombinant ADAM17, EDANS/DABCYL FRET peptide cleavage; hit rate 0.83% among 370,000;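 active means inhibition above the mean of compounds lying between control limits plus 3 SD, set per campaign, cut at about 8.5% in these data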;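 further: 0% = DMSO-only wells as the low control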
Target sequence (P78536 215-824 limits assumed): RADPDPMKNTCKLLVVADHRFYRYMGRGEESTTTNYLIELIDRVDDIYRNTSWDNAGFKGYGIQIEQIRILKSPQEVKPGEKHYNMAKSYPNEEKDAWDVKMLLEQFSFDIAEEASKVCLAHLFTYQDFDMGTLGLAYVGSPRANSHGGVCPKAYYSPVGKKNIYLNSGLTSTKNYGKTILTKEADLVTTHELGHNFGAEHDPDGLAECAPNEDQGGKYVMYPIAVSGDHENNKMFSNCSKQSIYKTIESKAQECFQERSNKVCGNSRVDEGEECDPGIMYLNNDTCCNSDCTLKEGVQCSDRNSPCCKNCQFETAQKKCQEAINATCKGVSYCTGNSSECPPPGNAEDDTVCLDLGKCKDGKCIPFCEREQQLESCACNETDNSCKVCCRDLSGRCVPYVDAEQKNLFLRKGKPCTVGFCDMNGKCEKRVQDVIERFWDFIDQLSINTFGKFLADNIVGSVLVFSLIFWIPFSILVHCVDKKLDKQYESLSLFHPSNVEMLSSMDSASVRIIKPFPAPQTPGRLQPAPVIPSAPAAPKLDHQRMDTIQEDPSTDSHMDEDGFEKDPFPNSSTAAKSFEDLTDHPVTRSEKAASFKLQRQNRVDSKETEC
NR1D1 modulator: Rev-erb alpha (human) modulation | Rev-erbα–FITC-DNA binding, fluorescence polarization, 90 min | hit rate 0.79% among 370,000 | activity, % at 10 µM | P20393;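 active means activity above about 14%, limit read from the data; passing the limit was not always enough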;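 further: 0% = DMSO wells with 35 nM protein and 100% = DMSO wells with 750 nM protein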
MBD2 inh: inhibitors of human MBD2 binding to methylated oligonucleotide | AID 686964 | TR-FRET | hit rate 0.31% among 370,000 | inhibition, % at 4.4 µM; in the data active means inhibition above about 13%
Target sequence (Q9UBB5 whole entry, looked up): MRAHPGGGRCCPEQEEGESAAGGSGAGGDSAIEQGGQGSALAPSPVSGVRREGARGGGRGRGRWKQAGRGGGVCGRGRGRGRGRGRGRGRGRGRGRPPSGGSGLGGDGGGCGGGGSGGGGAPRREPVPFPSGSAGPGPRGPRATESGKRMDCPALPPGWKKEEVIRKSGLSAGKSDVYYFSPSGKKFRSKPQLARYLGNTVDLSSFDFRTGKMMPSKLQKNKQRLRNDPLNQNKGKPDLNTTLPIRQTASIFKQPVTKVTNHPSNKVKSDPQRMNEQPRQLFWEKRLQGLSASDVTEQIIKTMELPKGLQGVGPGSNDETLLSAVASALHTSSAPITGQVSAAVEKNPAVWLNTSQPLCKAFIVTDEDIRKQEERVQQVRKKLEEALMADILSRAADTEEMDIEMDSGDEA
hcDAF-12 act: activates DAF-12 receptor from parasite H. contortus; AID 652067; hit rate 1.4% among 370,000; HEK293 hcDAF-12 lit1-tk-luc reporter, luminescence; 0% DMSO, 100% Δ7-dafachronic acid; activation, % at 6.8 µM;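 active means activation above the mean of all tested compounds plus 3 SD, cut at about 5.5% in these data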;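 further: 100% = response to 3 µM Δ7-dafachronic acid high control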
PLC-beta3 inh: PLC-beta3 (human) inhibition, primary screen; Q01970; hit rate 0.18% among 370,000; inhibition, % at 12.2 µM; AID 720704; Purified PLC-beta3, fluorogenic substrate, fluorescence; in the data active means inhibition above about 11%;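 further: 0% = median of compound wells on plate and 100% = full blocker control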
ssDAF-12 act: S. stercoralis DAF-12 activation, primary screen; HEK293 ssDAF-12/GRIP1 lit1-tk-luc reporter, luminescence; % of 3 µM dafachronic acid response; activation, % at 6.8 µM; hit rate 1% among 370,000; AID 652126;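 active means activation above the mean over all tested compounds plus 3 SD, cut at about 0.9% in these data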;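 further: 0% = DMSO-only wells and 100% = 3 µM delta7-dafachronic acid wells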
DAX1 inh-1: inhibitors of DAX1 repression of SF-1 activated StAR promoter. HEK293T StAR-luciferase reporter, SF-1/DAX-1 repression relief. inhibition, % at 6.8 µM. hit rate 1.1% among 370,000. AID 652010;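 active means inhibition above the mean over all tested compounds plus 3 SD, cut at about 3.6% in these data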;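 further: 0% = DAX-1 cells with DMSO and 100% = cells lacking DAX-1 with DMSO; higher inhibition means more luminescence from relief of DAX-1 repression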
DAX1 inh-2: inhibits human nuclear receptor DAX1. HEK293 Gal4-DAX1 luciferase reporter, luminescence. AID 504766. hit rate 0.99% among 340,000. inhibition, % at 6.75 µM. P51843;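 active means inhibition above the mean over all tested compounds plus 3 SD, cut at about 4.2% in these data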;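 further: 0% = DAX1-transfected cells with DMSO and 100% = empty-vector control cells with DMSO; inhibition shows as a rise in luminescence from relieved DAX1 repression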
An asterisk follows results filed as active; i = inactive; x = no result given.

A first look:
Order of results – PLC-gamma1 inh	SMARCA2 act	hgDAF-12 ag	ADAM17 inh	NR1D1 modulator	MBD2 inh	hcDAF-12 act	PLC-beta3 inh	ssDAF-12 act	DAX1 inh-1	DAX1 inh-2
COc1ccc(-c2cc(NC(C)=O)c3ncc(-c4cccc(C(C)=O)c4)n3c2)cc1OC
 : -50.5	-2.0	-2.7	-17.8	-4.8	2.0	-1.8	-63.2	-1.9	-2.4	x
CCOc1ccccc1NC(=O)NC1(C(=O)NCC2CCCO2)CCCCC1 (centres undefined)
 : -0.3	0.9	4.7	-3.3	-4.2	2.0	-2.0	-7.1	-0.6	-0.3	-0.1

This part in full, previewed entries included:
Order of results – PLC-gamma1 inh	SMARCA2 act	hgDAF-12 ag	ADAM17 inh	NR1D1 modulator	MBD2 inh	hcDAF-12 act	PLC-beta3 inh	ssDAF-12 act	DAX1 inh-1	DAX1 inh-2
COc1ccc(-c2cc(NC(C)=O)c3ncc(-c4cccc(C(C)=O)c4)n3c2)cc1OC
 : -50.5	-2.0	-2.7	-17.8	-4.8	2.0	-1.8	-63.2	-1.9	-2.4	x
CCOc1ccccc1NC(=O)NC1(C(=O)NCC2CCCO2)CCCCC1 (centres undefined)
 : -0.3	0.9	4.7	-3.3	-4.2	2.0	-2.0	-7.1	-0.6	-0.3	-0.1
CCC(C)C(NC(N)=O)C(=O)Nc1ccc(OCc2ccccc2)cc1 (centres undefined)
 : 0.1	2.6	0.2	-4.1	-11.9	3.4	1.0	-4.9	-0.9	0.0	0.8
Cc1n[nH]c(=O)nc1NCCc1ccccc1
 : 4.9	-1.0	2.2	-1.6	1.1	-6.3	1.4	-1.1	-1.1	0.0	-1.9
COc1cc(NS(=O)(=O)c2ccc(NC(=O)c3ccc(C)o3)cc2)nc(OC)n1
 : -0.1	-0.4	0.9	-4.1	-1.9	0.9	0.2	-0.6	-1.6	0.8	0.5
CCCCC(=O)Nc1ccc(C(=O)N2CCCC(C(=O)OCC)C2)cc1 (centres undefined)
 : 7.5	1.9	3.7	0.1	-3.8	-1.9	-0.4	1.8	-1.5	-1.1	0.2
O=[N+]([O-])c1ccc(/C=[N+](\[O-])CCO)o1
 : -9.5	-1.4	-1.6	-4.8	0.8	-7.9	-1.0	-18.4	-0.7	-0.9	-1.4
COc1cccc(-n2nc(C(C)=O)c(=O)[nH]c2=O)c1
 : 3.6	-4.5	2.8	-4.8	-6.5	-0.3	-1.1	5.4	-1.4	-0.8	-0.5
CSc1nnc(CCNC(=O)OC(C)(C)C)o1
 : 2.2	0.2	0.4	-0.8	0.8	-0.6	-1.2	-5.1	-0.9	-0.2	4.5*
CC(C)c1ccc(NC(=O)CN2C(=O)NC(C)(C3CC3)C2=O)cc1 (centres undefined)
 : 6.4	-0.9	2.5	0.8	-0.3	2.2	-1.4	-4.2	-0.6	2.3	-0.7
COc1ccc(C2CC(c3ccccc3OC(C)=O)=NN2C(C)=O)cc1 (centres undefined)
 : 3.0	-1.1	4.2	1.9	-4.5	-7.5	0.7	-9.1	-1.6	0.5	2.0
Cc1ccc(C)c(NS(=O)(=O)c2ccc3c(c2)NC(=O)CO3)c1
 : -1.6	-0.1	-0.6	-0.8	-1.9	-3.2	0.9	-6.3	-1.0	-0.3	0.0
CCOc1ccc2nc(SCC(=O)NCc3ccc(OC)c(OC)c3)[nH]c2c1
 : -1.3	0.5	0.7	2.4	-3.1	-0.1	-0.9	0.4	-0.5	-0.4	1.0
Cc1c(C(=O)N2CCN(Cc3ccc4c(c3)OCO4)CC2)sc2ncnc(N3CCN(c4ccccc4)CC3)c12
 : 0.6	-2.0	-1.7	-6.8	13.6	2.4	0.7	-11.5	-1.5	-1.6	-4.9
CC1=NOC(=O)/C1=C/c1ccc(O)c(Cl)c1
 : 5.4	0.0	1.0	5.0	8.5	-3.3	-0.5	-1.3	-1.2	0.2	1.1
Cc1nnc2sc(-c3cccc(NC(=O)c4cccnc4)c3)nn12
 : -1.9	0.6	-0.7	-5.7	-6.5	-6.1	-1.7	1.2	-1.3	-0.9	0.3
Cc1[nH]c2ccccc2c1CCNC(=O)c1ccc2nccnc2c1
 : -2.1	-1.5	1.8	-2.1	1.7	-2.6	1.5	-7.1	-0.7	-0.5	0.7
COc1ccc(CCNC(=O)C2CCCN(S(=O)(=O)N3CCCCCC3)C2)cc1OC (centres undefined)
 : -2.6	-2.0	-0.8	0.0	-0.3	-0.1	0.3	-8.5	-1.3	-0.2	0.0
O=C1/C(=C\c2ccc(Br)o2)Cc2ccccc21
 : -27.3	5.7	6.1	-11.4	-0.6	0.7	3.1	-28.6	-0.2	0.0	0.6
COc1cccc(CN2CCN(C(=O)c3ccco3)CC2)c1
 : -2.5	0.5	0.1	-2.8	5.4	1.9	-0.3	-1.0	-1.0	0.0	-0.2

Order of results – PLC-gamma1 inh	SMARCA2 act	hgDAF-12 ag	ADAM17 inh	NR1D1 modulator	MBD2 inh	hcDAF-12 act	PLC-beta3 inh	ssDAF-12 act	DAX1 inh-1	DAX1 inh-2
Nc1nnc(SCC(=O)Nc2nccs2)s1
 : 1.9	-0.6	2.8	-0.3	-2.2	2.5	1.2	-3.5	0.0	0.3	-0.5
Cc1ccc2c(c1)N(CC(=O)N1CCCCC1)C(=O)C(C)O2 (centres undefined)
 : 3.1	-2.3	0.7	4.2	-8.0	-1.3	-0.5	-1.8	-1.4	0.9	-1.1
C=C1CCC[C@]2(C)C[C@H]3OC(=O)C(CNC(CC)CO)[C@H]3CC12 (some centres undefined)
 : 1.1	2.0	-3.8	-1.9	-5.8	2.7	0.6	-2.7	-1.1	-1.1	-2.3
Cc1ccc(-c2nc3cc(C)c(Br)c(C)n3c2Cc2ccsc2)cc1
 : -41.5	-2.6	9.0	0.3	1.1	-1.9	5.3	-68.1	1.5*	3.7*	x
COc1ccc(S(=O)(=O)N(C)C)cc1NC(=O)COC(=O)CC1CCCC1
 : 0.2	-1.4	2.6	1.6	-0.8	0.4	-1.0	-1.2	-1.7	-0.1	2.5
CC1=NN(c2ccccc2)C(=O)/C1=C\N(O)c1ccccc1
 : 2.1	3.1	-0.2	0.0	2.1	-1.3	2.2	-0.7	-0.5	-1.0	0.6
O=C(NC1CC1)C1CCN(C2CCN(C(=O)Cc3ccc4c(c3)OCO4)CC2)CC1
 : 3.7	-2.5	1.0	1.0	1.0	-0.3	-1.2	4.5	-0.9	1.3	1.4
Cn1c(=O)c2cc(NC(=O)OCCF)ccc2n1Cc1cccc(C(F)(F)F)c1
 : -488.5	-3.0	-2.0	i	4.5	2.1	-2.4	i	-1.4	-1.1	x
O=C1c2ccccc2S(=O)(=O)c2cc(-c3nn[nH]n3)ccc21
 : -147.9	-4.9	1.6	-2.0	0.6	-6.7	-0.4	-189.5	-0.9	0.7	-0.1
CCC(C)(C)NC(=O)CN(Cc1ccccc1Cl)C(=O)CCC(=O)Nc1cc(C)ccn1
 : 0.7	-1.8	0.1	0.5	1.0	-4.9	-0.1	1.4	-1.4	-0.2	0.3
Cc1cc(NC(=O)c2noc3c2CCc2ccccc2-3)n(-c2ccccc2)n1
 : 0.5	-0.3	-0.2	-1.6	-5.7	2.4	2.2	0.3	-0.4	-0.5	1.8
CN(C(=O)Cn1nnc(-c2cccnc2)n1)C1CCCCC1
 : 3.4	-4.1	0.2	-5.2	-1.4	11.3	-0.7	-3.4	-1.2	0.7	x
Cc1ccccc1CSCc1ccc(C(=O)NCCCN2CCOCC2)o1
 : -0.7	0.1	0.3	-4.4	10.3	-1.8	-0.3	2.9	-0.8	0.0	1.2
C/C(=N/OC(=O)c1c(F)cccc1F)c1nccs1
 : -0.5	0.5	0.9	0.2	4.6	-3.6	-0.6	-1.2	-1.3	-0.3	0.1
CC(=O)c1ccc(NC(=O)C(C)Oc2ccc(N(C)S(=O)(=O)c3ccc(C)cc3)cc2)cc1 (centres undefined)
 : -0.6	-2.2	-0.7	3.4	-4.2	1.1	-2.4	-8.1	-1.4	-1.1	0.0
COc1ccc(OCc2cc(C(=O)NCC3(C)COC3)no2)c(Cl)c1
 : 1.9	2.8	0.4	-2.1	-5.7	17.4*	1.3	-8.0	-0.6	-0.1	0.7
O=C(CS(=O)(=O)c1ccccc1Cl)N1CCOCC1
 : -1.8	-1.4	-2.6	-4.5	2.7	0.8	-1.0	-6.8	-0.6	-0.1	0.4
O=C(CSc1nnc(-c2ccccc2)n1-c1ccc(Cl)cc1)c1ccc(F)cc1
 : 1.0	-3.1	-0.6	-11.0	4.6	-0.5	-2.1	-0.1	-1.6	-1.3	x
Cc1ccc(NC(=O)COc2ccc(/C=N/NC(=O)CSCc3ccccc3)cc2)cc1
 : -0.6	-2.3	0.0	4.9	-1.9	2.1	-0.6	0.6	-1.3	-0.3	-0.7
Cc1ccc(C2CC(C(F)F)n3ncc(C(=O)Nc4c(C)nn(Cc5c(F)cccc5Cl)c4C)c3N2)cc1 (centres undefined)
 : 0.3	0.4	1.2	0.6	-5.4	-2.6	-1.5	0.7	-0.7	0.2	-1.4
CC(OC(=O)c1cccs1)C(=O)NCc1ccccc1 (centres undefined)
 : -1.1	-3.2	0.5	-3.8	-0.9	3.6	-2.0	-0.5	-1.8	0.0	0.7
CSc1ccccc1NC(=O)C1CC(c2ccccc2Cl)=NO1 (centres undefined)
 : 0.0	-2.9	-0.6	-2.1	5.0	-2.1	0.6	-1.4	-0.6	0.0	1.1

Taken from above for reference:
Order of results – PLC-gamma1 inh	SMARCA2 act	hgDAF-12 ag	ADAM17 inh	NR1D1 modulator	MBD2 inh	hcDAF-12 act	PLC-beta3 inh	ssDAF-12 act	DAX1 inh-1	DAX1 inh-2
Cc1ccc(NC(=O)COc2ccc(/C=N/NC(=O)CSCc3ccccc3)cc2)cc1
 : -0.6	-2.3	0.0	4.9	-1.9	2.1	-0.6	0.6	-1.3	-0.3	-0.7
Cc1ccc(C2CC(C(F)F)n3ncc(C(=O)Nc4c(C)nn(Cc5c(F)cccc5Cl)c4C)c3N2)cc1 (centres undefined)
 : 0.3	0.4	1.2	0.6	-5.4	-2.6	-1.5	0.7	-0.7	0.2	-1.4
CC(OC(=O)c1cccs1)C(=O)NCc1ccccc1 (centres undefined)
 : -1.1	-3.2	0.5	-3.8	-0.9	3.6	-2.0	-0.5	-1.8	0.0	0.7
CSc1ccccc1NC(=O)C1CC(c2ccccc2Cl)=NO1 (centres undefined)
 : 0.0	-2.9	-0.6	-2.1	5.0	-2.1	0.6	-1.4	-0.6	0.0	1.1
